From PubChem
DNMT1 inh: human DNMT1 methyltransferase inhibitors, primary screen, biochemical, molecular beacon, fluorescence, HinP1I cleavage, uHTS; inhibition (reported as % activation of signal), % at 10 µM; 360,000 compounds, 0.83% hits; DNA (cytosine-5)-methyltransferase 1 (Homo sapiens), P26358; AID 588458, 2011; in the data active = inhibition above about 50%
Rin1 Abl inh: inhibitors of Rin1-Abl protein binding, primary screen, biochemical, TR-FRET; Tyrosine-protein kinase ABL1 (Homo sapiens) + Ras and Rab interactor 1 (Homo sapiens), …; inhibition, % at 7.35 µM; 360,000 compounds, 0.4% hits; in the data active = inhibition above about 5%, passing the limit was not always enough
STEP inh: STEP phosphatase inhibitors, primary screen, biochemical, fluorescence intensity, uHTS; Tyrosine-protein phosphatase non-receptor type 5 (Homo sapiens), P54829; recombinant STEP, OMFP fluorogenic substrate; inhibition, % at 20 µM; 360,000 compounds, 0.25% hits;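 active = inhibition at 20 µM, scaled per plate between control wells, above about 37%, limit read from the data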;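 note: 0% = DMSO with enzyme and substrate and 100% = substrate only without enzyme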
Target sequence (P54829 whole entry, looked up): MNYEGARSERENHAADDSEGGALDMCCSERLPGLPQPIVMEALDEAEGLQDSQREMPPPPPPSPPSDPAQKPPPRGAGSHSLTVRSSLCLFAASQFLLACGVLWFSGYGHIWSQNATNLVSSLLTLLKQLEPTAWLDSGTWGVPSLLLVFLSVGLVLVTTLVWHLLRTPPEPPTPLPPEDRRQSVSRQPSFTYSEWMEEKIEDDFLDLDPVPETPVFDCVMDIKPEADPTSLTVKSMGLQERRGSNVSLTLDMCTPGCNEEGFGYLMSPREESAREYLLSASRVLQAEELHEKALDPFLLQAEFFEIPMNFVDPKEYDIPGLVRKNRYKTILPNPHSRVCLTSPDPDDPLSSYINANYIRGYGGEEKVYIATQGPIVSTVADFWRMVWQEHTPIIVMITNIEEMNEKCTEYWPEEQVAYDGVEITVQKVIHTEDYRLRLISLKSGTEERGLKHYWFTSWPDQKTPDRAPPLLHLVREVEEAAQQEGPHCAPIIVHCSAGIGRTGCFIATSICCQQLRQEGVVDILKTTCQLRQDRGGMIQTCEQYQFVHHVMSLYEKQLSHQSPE
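Material: STEP (striatal-enriched tyrosine phosphatase) enzyme, cell-free | Medium: 50 mM Bis-Tris pH 6.0 with 2.5 mM DTT and 0.005% Tween 20 | Read-out: Percent inhibition scaled to no-enzyme and uninhibited-enzyme controls, plate-pattern corrected | Signal: Fluorescence read at 480 nm ex / 540 nm em | Times: 20 min reaction, room temperature, in the dark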
Scp-1 inhibitor: Scp-1 phosphatase inhibitors, primary screen, biochemical, colorimetric, uHTS; Carboxy-terminal domain RNA polymerase II polypeptide A small phosphatase 1 (Homo …; Recombinant Scp1, phosphopeptide, malachite green phosphate absorbance; 340,000 compounds, 0.88% hits; inhibition, % at 20 µM;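 active = inhibition above about 50% at 20 µM, limit read from the data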;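 note: plate controls were DMSO wells with enzyme for no effect and wells lacking enzyme for full effect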
Target sequence (Q9GZU7 76-261 limits assumed): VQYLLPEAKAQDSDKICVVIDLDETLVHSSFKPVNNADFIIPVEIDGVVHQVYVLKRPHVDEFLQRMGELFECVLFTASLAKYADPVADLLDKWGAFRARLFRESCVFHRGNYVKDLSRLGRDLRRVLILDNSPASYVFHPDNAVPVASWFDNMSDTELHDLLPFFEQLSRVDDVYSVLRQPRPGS
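Incubation: 45 min enzyme reaction at room temperature / System: truncated SCP-1 phosphatase (76-261aa) / Reagent: Phospho 17-mer peptide substrate / Buffer or medium: Acidic Tris acetate buffer with magnesium and detergent / Signal: absorbance at 630 nm / Doses: one concentration, 20 µM, with 1.0% DMSO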
LMPTP inh: LMPTP phosphatase inhibitors, primary screen, biochemical, fluorescence intensity, uHTS; Low molecular weight phosphotyrosine protein phosphatase (Homo sapiens), P24666; recombinant LMPTP-A, OMFP fluorogenic substrate; inhibition, % at 20 µM; 360,000 compounds, 0.22% hits; AID 651560, 2012;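 active = compounds that cut the enzyme signal by at least half of the control window in the single-dose screen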;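 note: plate controls were DMSO wells with enzyme plus substrate for no effect and substrate without enzyme for full effect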
Target sequence (P24666 whole entry, looked up): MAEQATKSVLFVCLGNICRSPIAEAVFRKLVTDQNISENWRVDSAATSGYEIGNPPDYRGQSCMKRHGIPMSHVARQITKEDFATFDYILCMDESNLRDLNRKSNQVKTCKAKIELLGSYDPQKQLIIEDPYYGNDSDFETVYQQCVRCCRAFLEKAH
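Test system – LMPTP-A phosphatase enzyme · Quantity – 0.625 nM LMPTP-A final · Reagent – OMFP substrate, 400 µM final · Dosing – one test concentration per compound, 20 µM, with 3% DMSO overall · Timing – 50 min enzyme reaction at room temperature, protected from light · Detection – fluorescence intensity · Controls – substrate-only low control, DMSO enzyme-plus-substrate high control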
Rpn11 block: Rpn11 (PSMD14) deubiquitinase inhibitors, primary screen, biochemical, fluorescence polarization, uHTS; human 26S proteasome, Ub4-pepOG fluorescence polarization; 20S core pre-blocked with epoxomicin; calls only at 20 µM; 360,000 compounds, 0.59% hits; AID 588493, 2011;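 active = inhibition at 20 µM, scaled to each plate's controls, above about 33%, limit read from the data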
SUMO1 PPI mod: modulators of SUMO1 protein-protein interactions, primary screen, biochemical, uHTS | Small ubiquitin-related modifier 1 (Homo sapiens), P63165 | SUMO1 binding to a labelled peptide, TR-FRET, 1 h | inhibition, % at 20 µM | 360,000 compounds, 0.33% hits | AID 602429, 2012; in the data active = inhibition above about 37%
Neddylation inh: inhibitors of cullin neddylation, primary screen, biochemical, TR-FRET, uHTS, NAE and Ubc12. calls only at 25 µM. 360,000 compounds, 0.58% hits. AID 651699, 2012; in the data active = inhibition above about 36%
CSN inh: inhibitors of CSN-mediated cullin deneddylation, primary screen, biochemical, fluorescence polarization, uHTS. Purified CSN, SCF-Nedd8-OG deneddylation. COP9 signalosome complex subunit 5 (Homo sapiens), Q92905. inhibition, % at 12.5 µM. AID 651999, 2013. 360,000 compounds, 0.38% hits;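 active = pattern-corrected inhibition above about 35%, with an unprinted fluorescence ratio check between 0.5 and 1.5, limit read from the data, passing the limit was not always enough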;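 note: 0% = enzyme with substrate and 100% = substrate without enzyme; some results filed as inactive read as strong as hits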
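Test system: Human Csn5 produced in HEK293T cells | Compound: 12.5 µM single point | Times: 90 min, room temperature | Signal: Fluorescence polarization readout | Read-out basis: % inhibition of substrate cleavage by Csn5 | Controls: no-enzyme wells high, enzyme-with-substrate wells low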
NadD inh: inhibitors of S. aureus NadD, primary screen, biochemical, colorimetric, uHTS | Nicotinate-nucleotide adenylyltransferase NadD (Staphylococcus aureus N315) | purified NadD enzyme, colorimetric absorbance read-out | inhibition, % at 20 µM | 360,000 compounds, 0.78% hits; in the data active = inhibition above about 26%; note: some compounds past the cut are filed as inactive
* hit, by the source's call; i = inactive; . = not tested or not shown.

nr	Molecule	DNMT1 inh	Rin1 Abl inh	STEP inh	Scp-1 inhibitor	LMPTP inh
1	CCOC(=O)Cn1c(CN2CCc3ccccc3C2)nc2c1c(=O)n(C)c(=O)n2C	-27	2	-2	-14	-0.8
2	CCOc1cc(CNCc2ccncc2)cc(Br)c1OCc1ccc(F)cc1	-6	-1	-1	-6	-1.5
3	COc1ccc(CN2CCN(C(=O)Cn3ncn4cccc4c3=O)CC2)c(OC)c1OC	2	0	0	-4	0.7
4	CCOC(=O)c1ccc(N=c2sc(C(=O)OC)cc(=O)n2C2CC2)cc1	1	-2	0	-8	-0.2
5	CCCCC(=O)Nc1nnc(-c2ccco2)o1	2	3	1	3	-1.3
6	COc1ccc(C(=O)OCC(=O)N2CCN(S(=O)(=O)c3ccc(C)cc3)CC2)cc1[N+](=O)[O-]	-4	2	2	-10	-0.3
7	COc1ccc(S(=O)(=O)N2CCOC2CNC(=O)C(=O)NCCCN2CCCC2=O)cc1OC (stereo not drawn)	4	0	-1	.	-1.8
8	CN(C)S(=O)(=O)c1ccc(C(=O)NCc2ccccc2)cc1	1	2	-13	-8	-2.8
9	CCOc1ccc(CCNC(=O)COC(=O)c2cccnc2Cl)cc1OCC	0	4	9	-3	1.6
10	CCN(CC)C(=O)c1cccc(NC(=O)C2CCN(C(=O)c3cccs3)CC2)c1	2	3	1	-2	-1.6
11	CCCNC(=O)N(C)C[C@H]1Oc2ncc(Br)cc2C(=O)N([C@H](C)CO)C[C@H]1C	2	0	-4	.	-3.0
12	O=C(O)CSC1CC(=O)N(c2cccc(Cl)c2)C1=O (stereo not drawn)	2	1	0	-4	-0.6

nr	Rpn11 block	SUMO1 PPI mod	Neddylation inh	CSN inh	NadD inh
1	i	4	i	-1	-2
2	i	2	i	1	-6
3	i	2	i	-3	-1
4	i	-4	i	-4	-3
5	i	0	i	-14	-3
6	i	-31	i	2	-8
7	i	4	i	-4	2
8	i	-1	i	0	-3
9	i	2	i	-4	-4
10	i	6	i	-1	2
11	i	-1	i	1	-1
12	i	0	i	0	5

Exported with two lines to a compound: part of the list above.
Below each compound: DNMT1 inh	Rin1 Abl inh	STEP inh	Scp-1 inhibitor	LMPTP inh	Rpn11 block	SUMO1 PPI mod	Neddylation inh	CSN inh	NadD inh
(6) COc1ccc(C(=O)OCC(=O)N2CCN(S(=O)(=O)c3ccc(C)cc3)CC2)cc1[N+](=O)[O-]
 : -4	2	2	-10	-0.3	i	-31	i	2	-8
(7) COc1ccc(S(=O)(=O)N2CCOC2CNC(=O)C(=O)NCCCN2CCCC2=O)cc1OC (stereo not drawn)
 : 4	0	-1	.	-1.8	i	4	i	-4	2
(8) CN(C)S(=O)(=O)c1ccc(C(=O)NCc2ccccc2)cc1
 : 1	2	-13	-8	-2.8	i	-1	i	0	-3
(9) CCOc1ccc(CCNC(=O)COC(=O)c2cccnc2Cl)cc1OCC
 : 0	4	9	-3	1.6	i	2	i	-4	-4
(10) CCN(CC)C(=O)c1cccc(NC(=O)C2CCN(C(=O)c3cccs3)CC2)c1
 : 2	3	1	-2	-1.6	i	6	i	-1	2
(11) CCCNC(=O)N(C)C[C@H]1Oc2ncc(Br)cc2C(=O)N([C@H](C)CO)C[C@H]1C
 : 2	0	-4	.	-3.0	i	-1	i	1	-1
(12) O=C(O)CSC1CC(=O)N(c2cccc(Cl)c2)C1=O (stereo not drawn)
 : 2	1	0	-4	-0.6	i	0	i	0	5

(next part)
nr	Molecule	DNMT1 inh	Rin1 Abl inh	STEP inh	Scp-1 inhibitor	LMPTP inh
13	CCOC(=O)c1sc(N=NC2=C(O)CC(C)(C)CC2=O)c(C(=O)OCC)c1C	3	0	-2	-5	-0.1
14	O=C(c1ccco1)N1CCN(C(=O)N2CCOCC2)CC1	4	4	-3	-3	-0.1
15	O=C(O)CCC(=O)Nc1sc2c(c1C(=O)Nc1cccc3ccccc13)CCCCC2	-27	0	-4	44	-0.5
16	Cc1nn(-c2ccccc2)c(C)c1C(=O)NCc1ccc(F)cc1	7	-3	2	-17	-0.7
17	CCOc1ccccc1NC(=O)NC1CC2CCCC(C1)N2Cc1nnnn1CCc1ccccc1 (stereo not drawn)	-5	-1	2	-4	1.1
18	O=C(Cn1cnc([N+](=O)[O-])n1)N/N=C/c1cc(Cl)ccc1O	-1	-1	1	-9	-1.1
19	COc1ccc(Cl)cc1S(=O)(=O)N1CCC(C(=O)NCCc2ccccc2)CC1	-1	1	-1	-6	-0.8
20	COc1ccc2oc(C(=O)OCC(=O)Nc3ccc(C(=O)N(C)C)cc3)c(C)c2c1	-1	-3	1	-2	-2.1
21	COC(=O)c1cc(Nc2cc(C)c3ccc(O)cc3n2)cc(C(=O)OC)c1	2	-5	0	-1	-0.2
22	O=C(NCCc1ccccc1)C(=O)NC1CCCCC1	6	5	-4	-5	-1.4
23	CC1CC(C)CN(C(=O)COC(=O)c2ccc(Cl)nc2)C1 (stereo not drawn)	1	2	4	-3	-0.4
24	Cc1nc(-c2ccc(NC(=O)c3ccco3)cc2)cs1	-3	-3	0	8	0.6

nr	Rpn11 block	SUMO1 PPI mod	Neddylation inh	CSN inh	NadD inh
13	i	-20	i	-9	1
14	i	1	i	1	4
15	i	9	i	8	8
16	i	0	i	1	-1
17	i	3	i	1	7
18	i	3	i	3	-1
19	i	3	i	-2	-1
20	i	0	.	-1	-3
21	i	-29	.	-4	4
22	i	4	i	3	1
23	i	3	i	0	3
24	i	6	i	-6	-1

(listing goes on)
nr	Molecule	DNMT1 inh	Rin1 Abl inh	STEP inh	Scp-1 inhibitor	LMPTP inh
25	C[C@H]1CN([C@@H](C)CO)C(=O)c2cc(-c3cccc(F)c3)cnc2O[C@H]1CN(C)C(=O)c1cnccn1	4	-2	1	.	-0.5
26	CC(C)c1nc(CNC(=O)c2cc(COc3c(F)cccc3F)on2)cs1	-3	1	0	-8	0.1
27	CSc1nc(C(=O)N2CCc3c([nH]c4ccccc34)C2c2ccccn2)cs1 (stereo not drawn)	-3	1	3	-3	2.8
28	CCOC(=O)c1c(NC(=S)NCc2ccccc2)sc2c1CCN(C(=O)OCC)C2	-2	-2	-2	-15	0.9
29	Cc1cc(C)cc(CC2CC(=O)N(c3ccc(Cl)cn3)C2=O)c1 (stereo not drawn)	1	-3	0	-5	-0.7
30	O=C(O)c1ccccc1C(=O)NNc1ccc(Cl)cc1Cl	7	0	1	-9	0.1
31	Cc1cc(Nc2cccc([N+](=O)[O-])c2)c2cccc(C)c2n1	4	-4	0	2	0.5
32	COc1ccccc1-c1nc2ccccc2c(=O)n1O	-3	-3	-1	-6	-2.1
33	O=C(N1CCCCCC1)N1CCN(S(=O)(=O)c2ccccc2)CC1	7	1	-5	-2	-0.9
34	COC(=O)C(O)(NC(=O)OCc1ccccc1)C(F)(F)F (stereo not drawn)	1	-2	-2	0	-0.9
35	COc1ccccc1N1C(=O)C2C(C(=O)c3ccccc3)=NN(c3ccc(Br)cc3)C2C1=O (stereo not drawn)	2	0	-3	-17	0.9
36	COc1cc2c(cc1OC)C1(C)N(CC2)C(C(C)=O)=NN1c1ccc(Cl)cc1 (stereo not drawn)	-1	-2	3	-1	2.7

nr	Rpn11 block	SUMO1 PPI mod	Neddylation inh	CSN inh	NadD inh
25	i	1	i	2	8
26	i	1	i	2	-4
27	i	1	i	-2	7
28	i	-14	i	2	20
29	i	-1	i	0	0
30	i	-4	i	0	5
31	i	-15	i	-1	2
32	i	2	i	-1	-3
33	i	0	i	-2	7
34	i	3	i	-6	3
35	i	-18	i	24	16
36	i	2	.	1	-4

The list goes on.
nr	Molecule	DNMT1 inh	Rin1 Abl inh	STEP inh	Scp-1 inhibitor	LMPTP inh
37	O=C1CCCC2(O)C1C(c1cccc(Br)c1)NC(=O)N2Cc1ccccc1 (stereo not drawn)	-2	5	-4	-11	0.2
38	Cc1ccc(CN2CCCNC2=O)cc1	2	1	-1	9	-1.1
39	O=C(NC1CCSC1=O)c1ccc(Cl)cc1 (stereo not drawn)	-2	-2	0	-3	-0.3
40	Cc1ccc(N2CC(C(=O)Nc3nccs3)CC2=O)cc1Cl (stereo not drawn)	-3	2	0	-4	-0.8
41	CC(C)(C)c1csc(NC(=O)c2cccnc2Cl)n1	-3	3	0	-4	0.4
42	COc1cccc(NC(=O)C2C3C=CC4(O3)C2C(=O)N(CCCN2CCCC(C)C2)C4C(=O)NC2CCCCC2C)c1 (stereo not drawn)	3	3	0	-5	-1.9
43	CCCCNC(=O)C1C2C=CC(C2)C1C(=O)O (stereo not drawn)	10	0	-2	3	-1.8

nr	Rpn11 block	SUMO1 PPI mod	Neddylation inh	CSN inh	NadD inh
37	i	9	i	2	-2
38	i	2	i	1	7
39	i	-3	i	-6	-1
40	i	-1	i	0	-5
41	i	2	i	2	-3
42	i	6	i	3	-10
43	i	0	i	-17	0

Rows were taken by chance, and some 3.8% of all compounds hit somewhere here.
